High-throughput results deposited in PubChem BioAssay by several laboratories.
hcDAF-12 act – H. contortus DAF-12 activation, primary screen; HEK293 hcDAF-12 lit1-tk-luc reporter, luminescence; 0% DMSO, 100% Δ7-dafachronic acid; hit rate 1.4% among 370,000; activation, % at 6.8 µM;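 active = activation above the mean of all tested compounds plus 3 SD, cut at about 5.5% in these data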;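 note: 100% = response to 3 µM Δ7-dafachronic acid high control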
DAX1 inh-1 – inhibitors of human orphan nuclear receptor DAX1 (NR0B1); AID 504766; P51843; hit rate 0.99% among 340,000; HEK293 Gal4-DAX1 luciferase reporter, luminescence; inhibition, % at 6.75 µM;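 active = inhibition above the mean over all tested compounds plus 3 SD, cut at about 4.2% in these data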;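 note: 0% = DAX1-transfected cells with DMSO and 100% = empty-vector control cells with DMSO; inhibition shows as a rise in luminescence from relieved DAX1 repression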
Target sequence (P51843 207-470 limits assumed): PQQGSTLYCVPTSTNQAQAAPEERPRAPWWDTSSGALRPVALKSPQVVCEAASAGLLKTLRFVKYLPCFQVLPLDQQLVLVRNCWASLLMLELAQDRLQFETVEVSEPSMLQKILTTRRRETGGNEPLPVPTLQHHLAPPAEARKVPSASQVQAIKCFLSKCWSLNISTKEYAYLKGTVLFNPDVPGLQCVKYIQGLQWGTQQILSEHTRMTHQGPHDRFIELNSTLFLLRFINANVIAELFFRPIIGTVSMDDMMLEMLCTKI
DAX1 inh-2 – DAX1 (NR0B1) inhibition, primary screen; HEK293T StAR-luciferase reporter, SF-1/DAX-1 repression relief; inhibition, % at 6.8 µM; hit rate 1.1% among 370,000; AID 652010;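 active = inhibition above the mean over all tested compounds plus 3 SD, cut at about 3.6% in these data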;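 note: 0% = DAX-1 cells with DMSO and 100% = cells lacking DAX-1 with DMSO; higher inhibition means more luminescence from relief of DAX-1 repression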
SMARCA2 act – activators of SMARCA2 function | MG213 cells, MMTV-luciferase reporter, dexamethasone, overnight | activation, % at 9.1 µM | hit rate 1% among 370,000 | AID 652017; in the data active = activation above about 7.8%;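 note: 0% = vehicle wells and 100% = reference activator wells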
GAA850 FXN act – activators of GAA850 frataxin (FXN) promoter. hit rate 0.56% among 360,000. activation, % at 6 µM. HEK293 lucGAA850 FXN promoter luciferase reporter, 24 h; percent of 10 µM SAHA response;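 active = activation above the average of all compounds screened plus 3 SD, cutoff fixed separately per campaign, cut at about 7.5% in these data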;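 note: 0% = DMSO wells and 100% = 10 µM SAHA wells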
ssDAF-12 act – activates DAF-12 receptor from parasite S. stercoralis | HEK293 ssDAF-12/GRIP1 lit1-tk-luc reporter, luminescence; % of 3 µM dafachronic acid response | activation, % at 6.8 µM | hit rate 1% among 370,000 | AID 652126;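 active = activation above the mean over all tested compounds plus 3 SD, cut at about 0.9% in these data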;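 note: 0% = DMSO-only wells and 100% = 3 µM delta7-dafachronic acid wells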
sPLA2-III inh – Inhibits HGIII-sPLA2 liposome hydrolysis, primary screen. Q9NZ20. AID 743126. hit rate 0.56% among 370,000. inhibition, % at 12.2 µM. QFRET BODIPY PC-A2 liposome hydrolysis, fluorescence;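 active = inhibition above mean plus 3 SD of compounds lying within the high and low control bounds, cut at about 19% in these data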;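 note: 0% = median of test compound wells and 100% = no enzyme DMSO wells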
Target sequence (Q9NZ20 whole entry, looked up): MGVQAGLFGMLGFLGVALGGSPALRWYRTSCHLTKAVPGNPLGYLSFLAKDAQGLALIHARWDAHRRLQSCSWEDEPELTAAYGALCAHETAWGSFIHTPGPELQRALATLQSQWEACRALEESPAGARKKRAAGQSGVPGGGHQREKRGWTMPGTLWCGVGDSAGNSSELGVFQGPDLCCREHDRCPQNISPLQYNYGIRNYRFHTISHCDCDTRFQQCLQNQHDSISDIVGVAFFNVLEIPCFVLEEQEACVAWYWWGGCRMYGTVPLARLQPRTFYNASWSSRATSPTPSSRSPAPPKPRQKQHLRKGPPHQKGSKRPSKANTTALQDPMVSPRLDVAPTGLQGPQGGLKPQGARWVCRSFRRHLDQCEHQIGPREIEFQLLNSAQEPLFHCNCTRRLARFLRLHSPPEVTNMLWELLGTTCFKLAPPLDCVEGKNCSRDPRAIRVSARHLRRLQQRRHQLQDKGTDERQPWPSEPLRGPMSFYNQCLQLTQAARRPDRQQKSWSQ
PLCb3 inh – inhibitors of human phospholipase C beta3; Q01970; Purified PLC-beta3, fluorogenic substrate, fluorescence; inhibition, % at 12.2 µM; hit rate 0.18% among 370,000; in the data active = inhibition above about 11%;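 note: 0% = median of compound wells on plate and 100% = full blocker control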
PG9 binder – small molecules binding HIV-1 gp120 antibody PG9; TR-FRET gp120-PG9 antibody binding; inhibition, % at 6.7 µM; hit rate 0.43% among 360,000; AID 624416; in the data active = inhibition above about 8.5%
NR1D1 modulator – modulators of human Rev-erb alpha DNA binding; P20393; Rev-erbα–FITC-DNA binding, fluorescence polarization, 90 min; activity, % at 10 µM; hit rate 0.79% among 370,000;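 active = activity above about 14%, limit read from the data; passing the limit was not always enough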;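 note: 0% = DMSO wells with 35 nM protein and 100% = DMSO wells with 750 nM protein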
hgDAF12 agonist – hgDAF-12 agonism, primary luciferase screen | HEK293 GAL4-hgDAF12 UAS-luciferase reporter, agonist luminescence; normalized to butyrate control | AID 687014 | hit rate 1.8% among 370,000 | activation, % at 6.8 µM;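 active = activation above a cutoff set at the mean of all screened compounds plus 3 SD, cut at about 10% in these data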;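 note: 0% = DMSO wells and 100% = sodium butyrate wells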
* hit, by the source's call; i = inactive; nt = no result given.

SMILES	hcDAF-12 act	DAX1 inh-1	DAX1 inh-2	SMARCA2 act	GAA850 FXN act	ssDAF-12 act	sPLA2-III inh	PLCb3 inh	PG9 binder	NR1D1 modulator	hgDAF12 agonist
CCOC(=O)CNC(=S)N(Cc1cccs1)C1CCCCC1	-2.6	0.4	-0.5	-5	8.0*	-1.9	2	4	1.5	-5	-2.1
CCc1ccccc1NC(=O)CN(c1ccc(OC)cc1OC)S(=O)(=O)c1ccccc1	-2.1	-0.9	-0.4	1	-0.3	-1.0	-6	-1	-1.2	-4	-1.2
Cc1c(/C=N/NC(=O)c2ccc(O)cc2)c2ccccn2c1C(=O)c1ccc(F)cc1	-1.5	0.9	-0.3	0	-2.7	-1.4	-8	-30	-1.6	0	6.4
O=C(Cn1nc(-c2cccc(Cl)c2)ccc1=O)Nc1ccc(C(=O)NC2CC2)cc1	0.2	-0.5	0.4	0	-0.9	-1.3	-2	-53	-0.3	-1	-1.8
O=C(O)CCC(=O)Nc1nc2ccccc2s1	-0.8	1.1	-0.2	0	4.3	-1.5	3	-2	0.7	-5	-1.0
Cc1ccc(NC(=O)COC(=O)CSCC(=O)Nc2cc(C)on2)c(C)c1	1.9	0.6	-2.9	0	1.0	0.1	3	-7	-1.4	-1	0.6
COc1cccc(/C=C/C(=O)OCC(=O)Nc2ccc(Cl)c(S(=O)(=O)N(C)C)c2)c1	-2.2	-0.5	0.0	0	0.1	-1.4	-31	-70	-0.4	5	-2.8
O=C(COC(=O)c1ccccc1Oc1ccccc1)NCc1ccco1	-0.4	0.0	0.0	-3	4.7	-1.7	-4	-1	-0.6	5	1.4
O=C(NCc1ccccn1)c1ccc(/C=N/O)nc1	2.7	0.8	-0.1	-2	-0.1	-0.9	1	2	-1.8	-1	-1.0
Cn1nnc(NC(=O)/C=C/c2ccco2)n1	-0.5	nt	0.5	-2	0.6	-1.4	-3	-9	-2.3	2	1.1
Cc1ccc(NC(=S)NC(=O)C2CCCCC2)c(Br)c1	6.3*	2.7	9.8*	1	2.2	0.3	19	15*	-0.9	0	18*
O=C1CC(SC(=Nc2ccccc2)Nc2ccccc2)C(=O)N1c1ccc(Cl)c(Cl)c1 (stereo not given)	0.8	-0.8	0.0	-4	-3.6	-1.1	12	1	-1.1	4	-1.1
O=C(c1cccc([N+](=O)[O-])c1)N1CCN(S(=O)(=O)/C=C/c2ccccc2)CC1	1.1	0.3	-1.1	0	-0.5	0.0	-4	1	0.1	-3	3.0
OCCN(/C=N/c1nc(-c2ccc(Br)cc2)cs1)CCO	1.6	2.8	0.2	3	1.4	-0.9	6	4	-1.1	-1	6.5
CC(=O)Nc1cc2c3ccccc3n(C)c2cc1[N+](=O)[O-]	-1.8	0.4	-1.2	0	1.8	-1.1	0	2	-3.3	8	0.5

Continued; it opens with the two that closed the last part.
SMILES	hcDAF-12 act	DAX1 inh-1	DAX1 inh-2	SMARCA2 act	GAA850 FXN act	ssDAF-12 act	sPLA2-III inh	PLCb3 inh	PG9 binder	NR1D1 modulator	hgDAF12 agonist
OCCN(/C=N/c1nc(-c2ccc(Br)cc2)cs1)CCO	1.6	2.8	0.2	3	1.4	-0.9	6	4	-1.1	-1	6.5
CC(=O)Nc1cc2c3ccccc3n(C)c2cc1[N+](=O)[O-]	-1.8	0.4	-1.2	0	1.8	-1.1	0	2	-3.3	8	0.5
CNC(=O)N(O)C1N(/N=C/c2cc(Br)ccc2O)C(=S)SC1(C)C (stereo not given)	-1.8	-0.2	0.4	0	1.6	-1.0	-8	-57	-0.9	-1	-0.8
C=CCN1C(=O)[C@@H](CC(=O)N2CCCCC2)[C@]2(C(=O)OC)CCCCC=C12	-2.1	nt	1.1	-2	nt	-1.4	3	-1	nt	-2	-2.4
CCSc1ccc(NC(=O)c2cccnc2)cc1	0.5	0.4	-2.7	-3	3.4	-0.5	4	-1	-0.9	4	2.0
COc1ccc(NC(=O)c2cncc(Br)c2)cc1S(N)(=O)=O	-0.9	-0.8	-0.3	2	-0.8	-1.6	3	-1	0.5	3	0.3
Cc1ccccc1NC(=O)c1cccc(Cn2cc(Br)c([N+](=O)[O-])n2)c1	-1.3	-0.8	-1.5	-3	0.1	-1.6	-14	-1	-0.6	-2	-2.0
COc1cc(CNCc2ccc(Br)cc2)cc(OC)c1	-1.4	2.7	0.0	-3	2.1	-1.1	-5	-3	0.1	9	-0.6
CC1Oc2ccccc2OC1(O)c1ccccn1 (stereo not given)	-1.1	-0.6	-0.2	-4	0.5	-1.6	15	-21	2.1	1	0.2
COc1ccc(C(=O)N(C)Cc2ccc(C)o2)cc1OC1CCN(C(C)C)CC1	0.1	1.2	1.4	0	-1.7	-1.4	-4	-10	-1.9	-9	0.5
Cc1ccc(C2CC(c3ccc(NS(C)(=O)=O)cc3)=NN2C(=O)c2ccco2)cc1 (stereo not given)	0.9	-0.5	-0.7	-2	-0.8	-1.3	-17	-73	-1.5	0	-0.3
CCOc1ccccc1Oc1c(C)oc2c(CN3CCN(CCO)CC3)c(O)ccc2c1=O	-0.5	0.7	-0.2	0	-2.9	-1.1	5	i	0.6	-3	0.1
O=C(Nc1cccc2ccccc12)OCc1cncs1	-0.6	2.2	0.2	2	3.6	-1.7	1	-1	3.0	-2	0.5
O=C(O)c1cc(-n2cccc2)ccc1N1CCOCC1	-1.2	nt	0.0	8	1.7	-0.9	-2	-6	-1.1	1	-0.3
CCOC(=O)NC(=O)/C(C#N)=C\Nc1sccc1C(=O)OC	-0.5	0.8	0.1	6	-1.2	-0.7	-67	-35	-1.1	1	-3.8
C/C(CCc1ccco1)=N/NC(=O)CCC(=O)Nc1ccc(Br)cc1	-0.1	-1.2	-0.1	-2	2.8	-1.2	-3	-5	-0.9	-1	-0.4
COc1cc(/C=C2\CCc3ccccc3C2=O)cc(OC)c1OC	-2.7	-1.6	-0.7	5	6.7	-1.9	-8	-28	-1.6	2	-4.8

Among those listed so far, these contain four or more nitrogen atoms.
SMILES	hcDAF-12 act	DAX1 inh-1	DAX1 inh-2	SMARCA2 act	GAA850 FXN act	ssDAF-12 act	sPLA2-III inh	PLCb3 inh	PG9 binder	NR1D1 modulator	hgDAF12 agonist
O=C(Cn1nc(-c2cccc(Cl)c2)ccc1=O)Nc1ccc(C(=O)NC2CC2)cc1	0.2	-0.5	0.4	0	-0.9	-1.3	-2	-53	-0.3	-1	-1.8
O=C(NCc1ccccn1)c1ccc(/C=N/O)nc1	2.7	0.8	-0.1	-2	-0.1	-0.9	1	2	-1.8	-1	-1.0
Cn1nnc(NC(=O)/C=C/c2ccco2)n1	-0.5	nt	0.5	-2	0.6	-1.4	-3	-9	-2.3	2	1.1
CNC(=O)N(O)C1N(/N=C/c2cc(Br)ccc2O)C(=S)SC1(C)C (stereo not given)	-1.8	-0.2	0.4	0	1.6	-1.0	-8	-57	-0.9	-1	-0.8
Cc1ccccc1NC(=O)c1cccc(Cn2cc(Br)c([N+](=O)[O-])n2)c1	-1.3	-0.8	-1.5	-3	0.1	-1.6	-14	-1	-0.6	-2	-2.0

(cont.)
SMILES	hcDAF-12 act	DAX1 inh-1	DAX1 inh-2	SMARCA2 act	GAA850 FXN act	ssDAF-12 act	sPLA2-III inh	PLCb3 inh	PG9 binder	NR1D1 modulator	hgDAF12 agonist
CCCCN1CC[C@H]2C=CC[C@@H](C(=O)Nc3ccc(Cl)c(C(F)(F)F)c3)[C@H]2C1=O	0.0	1.3	0.4	3	-1.1	-1.3	8	1	0.0	0	0.2
CCN1CCCCC(=N/O)/C(=N/O)CCCC1	-1.1	0.1	-0.1	-2	-0.4	-0.8	12	-5	3.5	3	-0.1
O=C(Cn1cnc2ccccc21)N/N=C/c1ccccc1[N+](=O)[O-]	-0.2	-0.5	0.0	-4	-4.3	-1.6	-2	5	-0.5	1	0.1
CCOC(=O)C(CCSC)NC(=O)CN (stereo not given)	0.4	1.9	0.0	-2	0.2	-0.8	1	1	-1.5	-4	-0.3
COc1ccc(CCN2C(=O)c3ccccc3C2c2nnnn2Cc2ccccc2)cc1OC (stereo not given)	-2.6	nt	3.4	6	nt	-1.6	-3	0	0.7	-10	-3.0
CC1CCN(C(=O)C2CCCN(S(C)(=O)=O)C2)CC1 (stereo not given)	-2.9	0.1	-0.4	1	0.0	-1.7	-1	3	-0.2	-2	-0.7
COC(=O)[C@H](Cc1ccccc1)NC(=O)[C@H]1O[C@@H](n2cnc3c(=O)[nH]c(N)nc32)[C@H](O)[C@@H]1O	-1.2	nt	-0.5	-2	nt	-0.5	12	3	-2.6	-4	-0.1
O=C(OCC(=O)N1CCCc2ccccc21)c1cncc(Br)c1	-1.0	0.8	0.4	-5	0.3	-1.0	5	-1	1.5	-1	0.2
CCC/C(O)=C1\C(=O)CCCC1=NCCc1c(C)[nH]c2ccccc12	-0.8	-0.6	-0.5	0	0.2	-1.4	-10	-5	-1.9	0	1.9
CC1CC(C)CN(CC(C)(C)NS(=O)(=O)c2ccc(Cl)cc2)C1 (stereo not given)	-0.6	0.6	-0.4	0	-3.4	-1.2	5	3	-0.7	1	-1.7
CC(C)C(NC(=O)CN1C(=O)c2cccc3cccc1c23)C(C)C	0.0	0.2	0.4	-1	6.4	-1.2	4	-355	-1.1	9	-2.5
C=CCc1c(C)nc(N)[nH]c1=O	-0.1	-0.3	0.3	3	-1.1	-1.4	-9	3	-2.4	-2	0.4
O=C(O)CCC(=O)NNC(=O)COc1ccc2ccccc2c1Br	-1.5	nt	-0.5	-1	2.3	-0.6	-3	-1	6.2	5	-0.5
Cc1ncsc1CCOC(=O)c1ccc(N2CCOCC2)c([N+](=O)[O-])c1	-1.2	-0.1	-1.2	1	-1.0	-1.7	4	0	0.0	18	0.9
O=C(N/C=C/c1ccc(Cl)cc1)NCc1ccc(Cl)cc1	-0.7	0.0	-0.6	1	-0.5	-1.2	-9	6	-3.6	-1	-1.8
Cc1ccc(COC(=O)c2nn(-c3ccccc3)nc2N)cc1	1.0	0.0	0.6	-2	-1.0	-1.5	-18	-227	-1.0	4	-1.6
CCCCOc1ccc(N(CC(=O)NCc2ccccc2)C(=O)c2csnn2)cc1	2.5	-1.2	0.3	1	0.8	-0.3	-3	-4	-0.2	-1	2.8
